AHR activator: human AHR activation. P35869. AHR-responsive luciferase reporter cells, luminescence. activation, % at 5 µM. 320,000 compounds, 2.5% hits; in the data active means activation above about 47%;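 further: 0% = vehicle wells and 100% = reference agonist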
Target sequence (P35869 whole entry, looked up): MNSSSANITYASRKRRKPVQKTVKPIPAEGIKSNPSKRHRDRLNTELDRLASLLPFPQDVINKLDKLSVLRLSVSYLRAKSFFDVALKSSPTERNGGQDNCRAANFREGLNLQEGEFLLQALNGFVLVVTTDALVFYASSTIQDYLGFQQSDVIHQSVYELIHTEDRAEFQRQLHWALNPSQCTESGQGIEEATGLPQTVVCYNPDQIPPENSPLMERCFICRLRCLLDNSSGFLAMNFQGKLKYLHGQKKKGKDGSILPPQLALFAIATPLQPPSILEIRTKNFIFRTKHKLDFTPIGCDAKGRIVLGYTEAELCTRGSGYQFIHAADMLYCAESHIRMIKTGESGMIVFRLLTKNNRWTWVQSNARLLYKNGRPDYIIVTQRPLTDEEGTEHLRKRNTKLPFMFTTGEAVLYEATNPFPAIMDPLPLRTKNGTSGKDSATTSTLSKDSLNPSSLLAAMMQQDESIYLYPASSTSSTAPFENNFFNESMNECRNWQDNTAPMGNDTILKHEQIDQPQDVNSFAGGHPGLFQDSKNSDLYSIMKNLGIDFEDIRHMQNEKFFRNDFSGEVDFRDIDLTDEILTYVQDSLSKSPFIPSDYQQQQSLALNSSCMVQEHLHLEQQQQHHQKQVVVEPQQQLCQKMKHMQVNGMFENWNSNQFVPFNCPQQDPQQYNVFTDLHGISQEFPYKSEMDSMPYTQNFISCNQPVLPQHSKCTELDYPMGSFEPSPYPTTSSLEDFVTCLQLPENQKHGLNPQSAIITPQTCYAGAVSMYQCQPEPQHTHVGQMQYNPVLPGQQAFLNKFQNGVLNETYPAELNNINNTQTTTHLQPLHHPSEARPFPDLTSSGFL
GLD-1 TGE inh: GLD-1-TGE RNA interaction inhibition (C. elegans); Q17339; purified GLD-1 + fluorescein TGE RNA, fluorescence polarization; inhibition, % at 5.96 µM; 320,000 compounds, 0.44% hits;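 active means percent inhibition above a per-plate cutoff, the plate mean of test compounds plus 3 SD, cut at about 30% in these data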;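 further: 0% = DMSO wells with GLD-1 and probe and 100% = wells lacking GLD-1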
pPAFAH FP inh: pPAFAH (human) enzyme inhibition; AID 463082; recombinant pPAFAH, FP-rhodamine probe fluorescence polarization; Q13093; 330,000 compounds, 1.5% hits; inhibition, % at 3.39 µM;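 active means inhibition above the mean inhibition across the screen plus 3 SD, cut at about 25% in these data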;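 further: inhibitors block binding of the rhodamine activity-based probe so polarization drops; 0% = enzyme with DMSO and 100% = wells lacking pPAFAH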
MEX-5 binding: C. elegans MEX-5 TCR-2 RNA binding activity; MEX-5/FITC-TCR2 RNA binding, fluorescence polarization; active compounds read low; activity score (negative = inhibition of binding), % at 10 µM; 300,000 compounds, 0.38% hits; AID 1832;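 active means inhibition past about -25% in most replicates, and total fluorescence under double the plate's negative control median, limit read from the data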;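 further: 0% = DMSO and -100% = 5 µM competing unlabeled TCR2 RNA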
Fam108B inh: blocks mouse Fam108B hydrolase in RBBP9 counter-screen. 300,000 compounds, 0.33% hits. recombinant Fam108B, FP-Rh probe fluorescence polarization. inhibition, % at 9.51 µM;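 active means inhibition above the screen mean inhibition plus 3 SD, computed separately per campaign, cut at about 18% in these data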;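 further: inhibitors lower polarization as less probe binds the enzyme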
BCLXL inh: Bcl-xL (human) inhibition; Q07817; GST-Bcl-xL / FITC-Bim BH3 peptide fluorescence polarization; inhibition, % at 10.9 µM; 320,000 compounds, 0.7% hits; AID 2129;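 active means inhibition above the mean of all tested compounds plus 3 SD, cutoff set per campaign, cut at about 30% in these data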;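 further: 0% = DMSO wells and 100% = unlabeled Bim-BH3 peptide competitor; inhibitors lower millipolarization by displacing the labeled peptide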
Target sequence (Q07817 whole entry, looked up): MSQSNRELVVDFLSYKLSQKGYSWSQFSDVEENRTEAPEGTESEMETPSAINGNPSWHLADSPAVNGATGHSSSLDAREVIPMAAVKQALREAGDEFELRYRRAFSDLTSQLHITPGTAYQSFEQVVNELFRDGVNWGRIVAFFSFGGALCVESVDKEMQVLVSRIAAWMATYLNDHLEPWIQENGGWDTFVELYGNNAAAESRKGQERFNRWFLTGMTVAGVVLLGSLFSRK
PME-1 primary: blocks human protein phosphatase methylesterase 1; inhibition, % at 5.9 µM; 320,000 compounds, 0.53% hits; Q9Y570; recombinant PME-1, FP-Rh probe fluorescence polarization;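 active means inhibition above the campaign mean of all compounds plus 3 SD, cut at about 26% in these data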;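 further: competitive labeling of PME-1 active site by serine hydrolase directed probe; 0% = PME-1 with DMSO and 100% = wells lacking PME-1 enzyme; inhibitors block probe labeling so polarization falls and inhibition rises; many of its hits are not listed in these tables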
PAFAH1B2 FP inh: blocks human PAF acetylhydrolase 1b catalytic subunit 2. recombinant PAFAH1B2, FP-rhodamine activity probe, fluorescence polarization. inhibition, % at 3.39 µM. 340,000 compounds, 1.2% hits;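 active means inhibition above the mean of all tested compounds plus 3 SD, cut at about 24% in these data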;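 further: 0% = enzyme with DMSO and 100% = wells lacking PAFAH1B2; many of its hits are not listed in these tables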
MCL1 BIM primary: MCL1-BIM-BH3 interaction inhibition (human); 320,000 compounds, 0.68% hits; AID 2057; Q07820; GST-MCL1 / FITC-Bim-BH3 fluorescence polarization; inhibition, % at 10.9 µM;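 active means inhibition above the mean inhibition of all tested compounds plus 3 SD, set per campaign, cut at about 40% in these data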;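 further: 0% = DMSO wells and 100% = unlabeled Bim-BH3 peptide control; higher means more loss of mP so more displacement of Bim peptide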
Active calls of the source: *; / = no result given. Only part of the results is shown; rates above refer to the full screens.

Each structure is followed by: PAFAH1B2 FP inh	pPAFAH FP inh	MCL1 BIM primary	BCLXL inh	GLD-1 TGE inh	MEX-5 binding	Fam108B inh	AHR activator	PME-1 primary
- NC(CC(=O)O)c1ccc(F)cc1 (stereo unspecified)
  0	3	12	6	3	1.5	2	-1	-1
- CCOc1ccc(C(=O)NC(=S)Nc2cccnc2)cc1[N+](=O)[O-]
  4	-1	3	5	8	1.3	3	2	2
- CSc1ccc(CNc2ccccc2)cc1
  /	9	6	6	2	-1.9	4	0	2
- CC(C)CC1CC(C)(c2csc(NNC(=O)c3ccccc3)n2)OC1=O (stereo unspecified)
  4	4	-8	-1	-4	-2.0	-2	3	2
- Cc1cc(C(=O)CSc2nnc(-c3ccccc3)n2C)c(C)n1C
  -1	1	-2	5	-2	-2.3	6	-6	3
- CC(=O)N1c2ccc(S(=O)(=O)N3CCCC3C(=O)NCc3ccc(Cl)cc3)cc2CC1C (stereo unspecified)
  12	-2	-2	2	4	-1.2	2	1	3
- COc1cccc(NC(=O)CN(C)C(=O)Cc2cccc3ccccc23)c1
  0	4	10	6	10	/	/	0	3
- COc1ccc(N2CCN(C(=O)c3cn(C4CCCC4)c(=O)c4c3c3ccccc3n4C)CC2)cc1
  4	12	-1	6	3	-1.6	0	2	6
- CCN1CCc2c(sc(NC(=O)c3ccc(S(=O)(=O)N(C)CC4CCCO4)cc3)c2C(N)=O)C1 (stereo unspecified)
  2	-1	5	2	-3	-1.7	1	0	3
- COc1ccc(C(=O)NC2(C(F)(F)F)NC(=O)N(CCCc3ccccc3)C2=O)c(OC)c1OC (stereo unspecified)
  7	11	3	3	9	1.5	1	2	1
- COc1ccc(C2(C(N)=O)CCCCC2)cc1OC
  1	3	5	2	7	-1.3	2	1	-3
- CC(OC(=O)CN1C(=O)c2ccccc2C1=O)C(=O)c1ccccc1 (stereo unspecified)
  3	3	0	3	4	/	/	0	-5
- O=C(c1ccc(COc2ccccc2Br)cc1)N1CCCCC1
  -1	11	3	2	2	4.5	0	4	-1
- Cc1noc(C)c1S(=O)(=O)N1CCCC1C(=O)O (stereo unspecified)
  0	4	1	-2	10	2.0	-1	1	-3
- COc1ccc(C)cc1NC(=O)c1ccc2c(c1)OCO2
  1	-2	4	8	4	-2.9	2	104*	-6

Reprinted at random: two compounds from above, in no set order.
Each structure is followed by: PAFAH1B2 FP inh	pPAFAH FP inh	MCL1 BIM primary	BCLXL inh	GLD-1 TGE inh	MEX-5 binding	Fam108B inh	AHR activator	PME-1 primary
- NC(CC(=O)O)c1ccc(F)cc1 (stereo unspecified)
  0	3	12	6	3	1.5	2	-1	-1
- CC(=O)N1c2ccc(S(=O)(=O)N3CCCC3C(=O)NCc3ccc(Cl)cc3)cc2CC1C (stereo unspecified)
  12	-2	-2	2	4	-1.2	2	1	3

More structures:
Each structure is followed by: PAFAH1B2 FP inh	pPAFAH FP inh	MCL1 BIM primary	BCLXL inh	GLD-1 TGE inh	MEX-5 binding	Fam108B inh	AHR activator	PME-1 primary
- C=CC(=O)NN(C)c1ncc(C(F)(F)F)cc1Cl
  -1	7	2	13	5	2.1	-2	2	-5
- COC(=O)c1[nH]c2ccc(C)cc2c1NC(=O)NC1CCCCC1
  0	0	-12	0	3	3.5	0	12	0
- CCOc1ccccc1-n1c(SCC(=O)N2CCCC2)nnc1-c1ccoc1C
  0	2	1	-5	-1	1.1	1	4	3
- COc1ccc(/C=N/NC(=O)c2cc(C34CC5CC(CC(C5)C3)C4)[nH]n2)cc1O
  29*	13	10	-4	0	1.8	24*	2	-8
- CCN(CC)C(=O)c1cn(-c2ccccc2)nc1-c1ccc2c(c1)OCCO2
  -1	4	6	2	5	-2.8	1	4	-2
- O=C(CSc1nc2c([nH]c3ccccc32)c(=O)n1-c1ccccc1F)NCC1CCCO1 (stereo unspecified)
  -1	-1	-8	0	-2	1.6	3	96*	3
- CCc1ccc(NC(=O)Cn2c(SC)nc3ccccc32)cc1
  3	-3	-8	-1	15	-1.9	-8	78*	-3
- CCCCCCCc1c(O)nc(SCCN2CCOCC2)[nH]c1=O
  4	2	-4	-1	-2	0.3	1	-1	5
- O=C(CSc1nncs1)NCCCc1ccccc1
  5	-2	2	0	-1	-1.1	-1	1	1
- CCOC(=O)c1c(C)[nH]c(C(=O)Cn2nnc(-c3ccccc3Cl)n2)c1C
  0	2	6	2	1	-0.8	4	9	0
- CCn1ncc(CN2CCCC(CNC(=O)c3ccc(F)cc3)C2)c1C (stereo unspecified)
  2	3	-1	4	9	1.2	0	2	0
- Cc1cccc(NC(=O)CSc2nc(N)c(NC(=O)c3cccs3)c(=O)[nH]2)c1C
  3	1	0	9	-2	1.9	-3	1	-3
- Cc1ccccc1Nc1nc(-c2cccnc2)cs1
  1	2	7	2	2	-0.3	-2	2	2
- C#CCNC(=O)C1=C[C@@H](C)C[C@@H](OCc2ccc(CO)cc2)O1
  6	2	1	-1	3	2.3	-3	-1	3
- Nc1ccc(-n2cnc3cc([N+](=O)[O-])ccc32)cc1
  0	3	3	-1	2	0.1	-3	9	4
- CC1CCN(CCc2nc3cc(NS(=O)(=O)c4ccc(F)cc4)ccc3n2C)CC1
  0	6	6	8	-5	3.6	1	-5	0
- COc1ccc(C(=O)NCC(C)(C)SCc2c(C)cc(C)cc2C)cc1
  2	3	-8	-2	5	2.3	-10	4	2
- CN(C)c1cccc(C(=O)N2CCCC(CCC(=O)N3CCN(c4ccccn4)CC3)C2)c1 (stereo unspecified)
  0	0	7	2	-1	3.6	2	-1	15
- C#CCn1cccc(C(=O)Nc2ccc(OC)cc2)c1=O
  0	3	6	3	-4	-0.4	-3	40	-2
- CCOc1ccc(S(=O)(=O)N2CCCC(C(=O)NC3CCCC3)C2)cc1 (stereo unspecified)
  6	1	8	3	1	-0.5	-2	0	-2
- Cn1c(SCC(N)=O)nnc1C1CCN(C(=O)NC2CCCCC2)CC1
  -1	-1	2	3	4	1.9	8	6	-1
- COc1cccc(N2C(=NC(=O)CCC3CCCC3)SC3CS(=O)(=O)CC32)c1 (stereo unspecified)
  13	-3	8	10	-3	1.7	0	6	-2
- CCn1cc(C(=O)N(CCCN2CCOCC2)Cc2ccco2)c(=O)c2ccc(C)nc21
  0	2	-1	3	-1	1.9	3	2	-1
- O=C1CC(N2CCN(c3ccccn3)CC2)C(=O)N1CC(c1ccccc1)c1ccccc1 (stereo unspecified)
  2	6	5	-2	6	1.2	-3	-1	1
- COc1cc(OC)cc(Oc2ccc(S(=O)(=O)N3CCCCC3)cc2[N+](=O)[O-])c1
  4	3	-1	0	4	0.2	1	1	-1
- CCN(C(=S)NCCOC)c1cccc2ccccc12
  5	2	9	-2	1	/	1	1	0
- Cc1cc(C)c2[nH]c(=O)c(CN(CC3CCCO3)C(=O)c3cnccn3)cc2c1 (stereo unspecified)
  2	2	5	4	4	-0.1	-4	9	-1
- Cn1c(=O)c2c([nH]c(=O)n2C)n(Cc2ccccc2)c1=O
  /	7	4	8	7	1.9	-1	-3	2
- S=c1[nH]cc(-c2ccc(Cl)cc2)n1Cc1ccccc1
  4	-3	-15	-25	-8	2.0	0	2	-2
- CN(CC(=O)Nc1ccc(F)cc1)C(=O)c1ccc(-c2ccc(Cl)cc2)o1
  8	7	-15	-2	-5	-2.9	-7	0	-4
- O=C(c1cc(COc2cccc(C(F)(F)F)c2)on1)N1C[C@H]2CC[C@H]1C2
  2	3	4	5	4	-0.9	2	4	2
- Cc1csc(NC(=O)C2C3C=CC(O3)C2C(=O)O)n1 (stereo unspecified)
  6	1	8	1	2	-2.1	-10	3	-7
- NC(=O)CSc1nnc(-c2cccnc2)n1CCc1ccccc1
  1	1	-15	-4	3	-0.8	3	-6	-6
- CCS(=O)(=O)N1Cc2ccccc2CC1C(=O)Nc1nc2ccc(C)cc2s1 (stereo unspecified)
  5	3	-7	5	8	2.7	0	0	-4
- Cc1ccc(NC(=O)COC(=O)C2C3CC4OC(=O)C2C4C3)cc1Cl (stereo unspecified)
  4	7	-1	2	3	-0.7	0	2	-2
- Cc1cc(Cl)c(S(=O)(=O)Nc2ccc3c(c2)OCO3)cc1OCC(N)=O
  4	8	6	3	-3	-4.4	5	10	5
- COc1ccc(N2CCN(S(=O)(=O)c3ccc4c(c3)NC(=O)C(C)S4)CC2)cc1 (stereo unspecified)
  -3	3	5	6	3	-1.4	0	-4	2
- CCOC(=O)N1CCN(C(=O)c2ccc3c(=O)n(-c4cc(OC)ccc4OC)c(=S)[nH]c3c2)CC1
  -7	0	-3	5	-7	1.0	1	-3	1
- NS(=O)(=O)c1ccc(NC(=S)Nc2ccc(S(=O)(=O)N3CCCC3)cc2)cc1
  0	4	-1	3	-10	3.6	2	-3	-2
- O=C(Nc1ccccc1N1CCCCC1)c1ccc(F)c(S(=O)(=O)N2CCOCC2)c1
  12	4	-6	-1	4	1.2	-1	0	-2
- CCCc1ccc(-c2cc(NC(=O)CSc3nnc(N)s3)n(-c3ccccc3)n2)cc1
  -5	5	5	4	5	0.4	-8	1	-9
- O=C(c1cc(=O)[nH]c2ccccc12)N(Cc1nnc(-c2ccccc2Cl)o1)C1CC1
  2	3	1	0	9	0.4	5	8	8
- Cc1csc(SCC(=O)N2CCN(S(=O)(=O)c3ccccc3)CC2)n1
  1	5	-4	-4	6	0.8	-1	-2	-4
- O=S(=O)(Cc1cnc(Cl)s1)c1ccccc1
  7	3	6	8	0	-1.8	4	-1	-11
- N#Cc1ccc(OCC(=O)N/N=C2\CCc3ccccc32)cc1
  7	0	-3	1	0	-0.3	5	36	4
- O=S(=O)(NCc1cn2ccsc2n1)c1ccc2c(c1)OCCO2
  2	5	-9	-1	-2	0.5	0	1	4
- O=C(Nc1cccc(Cl)c1)c1ccc2ncsc2c1
  -4	0	4	4	1	-1.3	-5	5	-8
- O=C(Nc1nc2ccccc2[nH]1)c1cc(F)cc(F)c1
  2	7	1	2	6	0.1	2	16	-1
- O=C(CN1CCCC1)NCc1ccccc1
  10	-2	8	5	-4	0.6	1	1	6
- COc1cccc(CC2(CO)CCCN(Cc3ccc(CN4CCCCC4)s3)C2)c1 (stereo unspecified)
  1	-3	9	4	6	-2.3	0	2	3
- CN1CCC(C2(O)c3ccccc3CCc3ccccc32)CC1
  0	5	-10	3	-5	1.1	1	1	7
- CS(=O)(=O)N1CCCC(C(=O)Nc2ccc(F)cc2)C1 (stereo unspecified)
  0	2	5	1	1	-0.1	0	1	-4
- Cc1ccc(-n2c(SCC(=O)N3CCN(c4ccccn4)CC3)nnc2N2CCCC2)cc1
  -1	5	6	4	3	/	/	1	-7
- O=C1OCCC1Sc1nnc(-c2ccccc2Cl)n1Cc1ccccc1 (stereo unspecified)
  3	3	-22	-3	-5	1.7	3	3	4
- Cc1ccc(-n2[nH]c(C)c(C=NC34CN5CN(CN(C5)C3)C4)c2=O)cc1C
  4	2	-5	2	3	0.1	1	3	-4
- CCOc1ccc(-c2cc(C(=O)NCC3CCCO3)c3ccccc3n2)cc1 (stereo unspecified)
  2	4	-5	1	4	0.3	3	25	0
- O=C(CSc1nnc2ccccn12)NNC(=O)c1ccc(F)cc1
  1	8	3	8	4	-0.8	0	3	-1
- O=C(N/N=C/c1ccncc1)c1nn(Cc2ccccc2)c(=O)c2ccccc12
  0	-4	0	4	2	1.1	-1	11	-6
- O=C(Nc1ccc2nsnc2c1)c1cccs1
  4	3	1	1	2	-1.7	-1	17	-1
- N#Cc1c(C(F)(F)F)cc(-c2ccco2)nc1SCc1ccccn1
  0	7	-37	-18	-47	3.3	0	60*	-1
- O=C1CN(c2ccc(F)cc2)C(=S)N1c1ccccc1
  5	2	8	3	4	2.6	-3	0	-2

Assay outcomes from PubChem.
